Screening results as filed in PubChem BioAssay.
LDHA inh = blocks human lactate dehydrogenase A | P00338 | purified LDHA, NADH/diaphorase-resazurin fluorescence; active compounds read low | activity change, % (values are at about 110 or 230 µM) | 480,000 tested, 0.15% active; in the data active = activity change below about -30%;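 note: plate controls were DMSO wells for no effect and wells without enzyme for full effect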
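LDH5 2 nM; NADH 0.06 mM, pyruvate 0.2 mM; 200 mM Tris pH 7.4, EDTA, Tween-20; 5 min RT. Detection: diaphorase 0.133 mg/mL + resazurin 37 µM, fluorescence ex540/em590 at 0 and 20 min; normalized to enzyme-free and DMSO wells.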
Starred values were filed as active, the others as inactive.

For CNc1c(NC(=O)c2ccccc2Cl)c(=O)oc2ccccc12 the results were LDHA inh 9.
Screening CCn1c(-c2ccc(Br)cc2)cnc1SC(C)C(N)=O (stereo not drawn) returned LDHA inh 19.
For CSc1nc2ccccc2c(=O)n1CC(=O)c1cc(C)c(C)cc1C the results were LDHA inh -24.
Screening CSc1ccccc1C(=O)OC(C)C(=O)c1ccc(C(C)(C)C)cc1 (stereo not drawn) returned LDHA inh 4.
CCc1ccc(CCC(=O)Nc2cccc3cccnc23)cc1 was read as LDHA inh 11.
For COc1ccc(C2C(C#N)=C(N)Oc3cc(C)n(Cc4ccc5c(c4)OCO5)c(=O)c32)cc1 (stereo not drawn) the results were LDHA inh -3.
For COC(=O)Nc1cc(C(=O)OC)ccc1C(=O)OC the results were LDHA inh 1.
`COc1cc(C(=O)OCC2C(COC(=O)c3cc(OC)c(OC)c(OC)c3)C2(Cl)Cl)cc(OC)c1OC` (stereo not drawn) gave LDHA inh 7.
`CCCN(C(=O)C(=O)c1c[nH]c2ccccc12)c1ccc(F)cc1` gave LDHA inh -5.
Screening O=[N+]([O-])c1cc(S(=O)(=O)Nc2ccc(Cl)cc2)ccc1N/N=C/c1ccccc1F returned LDHA inh 8.

At a glance, some entries already given:
Screening CSc1ccccc1C(=O)OC(C)C(=O)c1ccc(C(C)(C)C)cc1 (stereo not drawn) returned LDHA inh 4.
CCc1ccc(CCC(=O)Nc2cccc3cccnc23)cc1 was read as LDHA inh 11.
For COc1ccc(C2C(C#N)=C(N)Oc3cc(C)n(Cc4ccc5c(c4)OCO5)c(=O)c32)cc1 (stereo not drawn) the results were LDHA inh -3.

Next section
Fc1cc(Br)ccc1OCc1cc(-c2ccccc2)on1 was read as LDHA inh 5.
For CNc1c(NC(=O)c2cc(OC)ccc2Br)c(=O)oc2ccccc12 the results were LDHA inh 3.
`NC(=O)c1cccc(C(=O)N2CCC(c3nc4ccccc4o3)CC2)c1` gave LDHA inh -6.
For Cc1cccc(C(=O)Nc2ccc3nc(SCC(=O)N4CCOCC4)sc3c2)c1 the results were LDHA inh 1.
`CC(C)(C)C(=O)c1cn(CCOc2ccccc2F)c2ccccc12` gave LDHA inh 0.
COc1ccc2cc(CN(C)C(=O)CNC(=O)c3ccccc3F)ccc2c1 was read as LDHA inh 8.
CCc1ccc(-c2csc(-c3nc(-c4ccc(C)cc4)c(C)s3)n2)cc1 was read as LDHA inh 3.
For O=C(c1ccccc1)N(Cc1ccco1)C1CC1 the results were LDHA inh 2.
`O=C(Cc1ccc(Br)cc1)NCc1cccc(C(=O)Nc2ccccc2)c1` gave LDHA inh 1.
`O=C(c1cc(-c2ccc(-c3ccccc3)cc2)nc2ccccc12)N1CCN(c2ncccn2)CC1` gave LDHA inh -10.
COc1cc(C(C)NS(C)(=O)=O)ccc1OCCC(C)C (stereo not drawn) was read as LDHA inh 1.
`CCCNC(=O)c1ccc2c(c1)S(=O)(=O)N=CN2CCC` gave LDHA inh 2.
Screening Cc1ccc(CNC(=O)C23CCC(=O)N2CCS3)cc1 (stereo not drawn) returned LDHA inh -17.
For COc1cccc(C2CC(=O)Nc3ccsc32)c1OCc1ccc(Cl)cc1 (stereo not drawn) the results were LDHA inh 0.
Screening CC1C(c2ccccc2)=[N+]([O-])C(C)(c2ccc(Br)cc2)N1O (stereo not drawn) returned LDHA inh -11.
O=C(C1=Cc2sc3c(c2CS1)CCCC3)N1CCCCC1 was read as LDHA inh 3.
Cc1ccc2oc(C(=O)NC3CCN(C(=O)c4ccco4)CC3)cc(=O)c2c1 was read as LDHA inh -4.
For Cn1c(CC2CCS(=O)(=O)C2)nnc1SCC(=O)Nc1ccc(-c2ccccc2)cc1 (stereo not drawn) the results were LDHA inh 4.
For CCC(C)NC(=O)CN1C(=O)C(C)(C)c2cc(S(=O)(=O)N3CCCC3)ccc21 (stereo not drawn) the results were LDHA inh -2.
`CC(C)OC(=O)CC(=O)CC(O)c1cccc([N+](=O)[O-])c1` (stereo not drawn) gave LDHA inh 3.
For Cc1ccsc1C(=O)OCC(=O)NC(=O)NC1CCCC1 the results were LDHA inh 8.
Screening Cc1nc(SCc2nnc(-c3ccccc3Br)o2)n(C2CCCC2)c1C returned LDHA inh 3.
For CC(=O)N1CCSc2ccc(S(=O)(=O)Nc3ccc(C)c(N(C)C)c3)cc21 the results were LDHA inh 8.
Screening Cc1ccc(NC(=O)CN2C(=O)C(C)(C)c3cc(S(=O)(=O)N4CCCCC4)ccc32)cc1F returned LDHA inh 1.
Screening CCN(CC)C(=O)CN(C)C(=O)c1cc2cc(F)ccc2[nH]1 returned LDHA inh 2.
Cc1nc2ccccc2nc1COC(=O)c1ccc2nccnc2c1 was read as LDHA inh -6.
CCCCn1c(=O)[nH]c(=O)c2c1nc(CSc1nnc(-c3ccco3)n1C1CCCCC1)n2CC was read as LDHA inh 43.
CCOc1cc(CN2CCCC2c2ccc(F)cc2)ccc1OCC(N)=O (stereo not drawn) was read as LDHA inh 2.
Screening CCOc1ccc(CNCc2c(C(=O)O)c(C)n(Cc3ccccc3Cl)c2C)cc1 returned LDHA inh 0.
For CC(C)C(C)NC(=O)CSc1nc(C2CC2)nc2ccccc12 (stereo not drawn) the results were LDHA inh -12.
For COc1cc(F)ccc1-c1ccc(=O)n(Cc2c(F)cccc2Cl)n1 the results were LDHA inh 1.
Screening CCc1ccc(-c2csc(Nc3cccc(C)n3)n2)cc1 returned LDHA inh -2.
For Nc1nonc1-c1nc2ccccc2n1CC(=O)Nc1ccc(F)cc1F the results were LDHA inh 4.
COc1ccc(NS(=O)(=O)c2ccc(N3C(=O)C(C)CS3(=O)=O)cc2)cc1Cl (stereo not drawn) was read as LDHA inh -1.
Screening COc1cc(O)c(C(CC(=O)N2CCC(c3ccccc3)CC2)c2ccc3c(c2)OCO3)c(OC)c1 (stereo not drawn) returned LDHA inh -1.
Screening COc1ccc(C(=O)Nc2ccc3oc(-c4ccccc4)cc(=O)c3c2)cc1OC returned LDHA inh -17.
Screening Cc1nc(C23CC4CC(CC(C4)C2)C3)cs1 returned LDHA inh 6.
Cc1oc(-c2nc(C#N)c(N(C)C)o2)cc1S(=O)(=O)N(C)Cc1ccccc1 was read as LDHA inh -8.
`CCOC(=O)CSc1nc2c(c(=O)[nH]c(=O)n2C)n1Cc1cccc(C)c1` gave LDHA inh 2.
For Nc1c(C(=O)Nc2cc(Cl)cc(Cl)c2)sc2nc(-c3ccncc3)ccc12 the results were LDHA inh -32*.
`CC(C)COC(=O)/C(C#N)=C\c1c[nH]c2ccccc12` gave LDHA inh -6.
For CC1(c2ccc3c(c2)CCC3)NC(=O)N(Cc2coc(-c3cccs3)n2)C1=O (stereo not drawn) the results were LDHA inh -1.
Screening CCCCOc1ccc(C(=O)Nc2ccccc2C(C)(C)C)cc1OCC returned LDHA inh 12.
For Cc1cc(-n2c(C)cc(C(=O)CSc3nnc(COc4ccccc4Cl)o3)c2C)no1 the results were LDHA inh 6.
For O=Cc1c(-c2ccccc2)no[n+]1[O-] the results were LDHA inh 0.
CC(C)N(C(=O)COC(=O)c1cc(=O)c2ccccc2o1)C(C)C was read as LDHA inh 1.
Cc1ccc(S(=O)(=O)N[C@H](CO)C(C)C)cc1 was read as LDHA inh -2.
For Cc1ncc(-c2ccc(C)c(S(=O)(=O)Nc3ccc(OC(F)(F)F)cc3)c2)o1 the results were LDHA inh 6.
Screening CCOC(=O)c1cc2c(C)cc(C)cc2[nH]1 returned LDHA inh 10.
`CC(=O)Nc1sc2c(c1-c1nc(-c3ccccc3)cs1)CCN(C(C)C)C2` gave LDHA inh 27.
Screening O=C(Sc1ccc(Oc2ccc(SC(=O)c3ccco3)cc2)cc1)c1ccco1 returned LDHA inh -9.
`Cc1ccc(NC(=S)NCCC2=CCCCC2)cc1F` gave LDHA inh 4.
CCOc1cccc2cc(-c3cc(=O)oc4cc(O)ccc34)c(=O)oc12 was read as LDHA inh 14.
`CCONC(=O)C(Cc1ccccc1)NC(=O)OCc1ccccc1` (stereo not drawn) gave LDHA inh -3.
`COc1ccc(Nc2nc(C(=O)OCC(=O)c3ccc(Cl)cc3)cs2)cc1` gave LDHA inh 9.
`CCN(Cc1ccc(OC)cc1)Cc1cc(=O)oc2c(C)cc(C)cc12` gave LDHA inh 10.
Cc1c(Cl)cccc1NC(=O)CSc1nnc2[nH]c(=O)c(C(C)(C)C)nn12 was read as LDHA inh -2.
For COc1cc(C(=O)N/C(=C\c2cn(C)c3ccccc23)C(=O)NCCO)cc(OC)c1OC the results were LDHA inh -3.
`CC(OC(=O)c1cc2cc(F)ccc2s1)C(=O)N1CCNC1=O` (stereo not drawn) gave LDHA inh -1.
CC(C)c1ccc(NC(=O)COCC(=O)N(c2ccccc2)c2ccccc2)cc1 was read as LDHA inh 9.

5 compounds drawn at random from the list so far:
`CCN(Cc1ccc(OC)cc1)Cc1cc(=O)oc2c(C)cc(C)cc12` gave LDHA inh 10.
`CC(OC(=O)c1cc2cc(F)ccc2s1)C(=O)N1CCNC1=O` (stereo not drawn) gave LDHA inh -1.
For COc1cc(C(=O)N/C(=C\c2cn(C)c3ccccc23)C(=O)NCCO)cc(OC)c1OC the results were LDHA inh -3.
`Cc1ccc(NC(=S)NCCC2=CCCCC2)cc1F` gave LDHA inh 4.
Screening O=C(Sc1ccc(Oc2ccc(SC(=O)c3ccco3)cc2)cc1)c1ccco1 returned LDHA inh -9.

Additional records.
Screening CC(C)C(NC(=O)C1CC1)c1ccccc1 (stereo not drawn) returned LDHA inh 2.
CCn1c(C)c(/C=C/c2cc[n+](C)cc2)c2cc(C)ccc21 was read as LDHA inh 9.
For COc1ccc(C2Nc3ccccc3C(=O)N2Cc2ccccc2)cc1COc1cccc(C)c1 (stereo not drawn) the results were LDHA inh 0.
COC(=O)CCNC(=O)c1ccc(C#N)cc1 was read as LDHA inh 0.
Screening O=C(c1ccccc1)N1CCN(C(=O)c2[nH]c3ccccc3c2Cl)CC1 returned LDHA inh 4.
`O=C(Cc1ccc(Br)cc1)Nc1ccc(O)c(-c2nc3ccccc3o2)c1` gave LDHA inh 3.
For O=C(/C=C/c1cccs1)N1CC=C(c2ccccc2)CC1 the results were LDHA inh 8.
For c1ccc2c(N3CCC3)nc(-c3ccncc3)nc2c1 the results were LDHA inh -4.
Cc1cccc(-n2cnc3cc(C(=O)NCc4ccc(F)cc4)ccc32)c1 was read as LDHA inh -7.
For Cc1ccc2c(=O)cc(C(=O)Nc3cccc(Cl)c3)oc2c1C the results were LDHA inh 2.
For CC(=O)c1ccc(C(C)(C)C)cc1NC(=O)c1ccc(C)cc1 the results were LDHA inh -1.
`O=C(Cc1ccccc1)N(Cc1cccc2[nH]ccc12)C1CC1` gave LDHA inh -5.
CCCCOc1ccc2c(C)c(C)c(=O)oc2c1C was read as LDHA inh 14.
Screening COC(=O)c1c(C)[nH]c(-c2ccccc2OC)c1C1C(=O)Nc2c(Cl)cccc21 (stereo not drawn) returned LDHA inh 23.
`N#Cc1ccc(CSc2nnc(N3CCCCC3)n2-c2ccccc2)cc1` gave LDHA inh -14.
`Fc1ccc(-c2nnn(Cc3cc(Cl)c4c(c3)OCCCO4)n2)cc1` gave LDHA inh -1.
Screening CC(C)c1ccc(NC(=O)CSc2nnc(-c3ccccc3Cl)n2C)cc1 returned LDHA inh -2.
Screening CCN(CC)c1ccc(NC(=O)c2ccc(S(=O)(=O)Nc3ccccc3C)cc2)cc1 returned LDHA inh -2.
For Cc1c(C(=O)N(C)Cc2nc3ccccc3c(=O)[nH]2)oc2ccc(F)cc12 the results were LDHA inh -1.
O=C(NCCc1cccc2cccnc12)c1ccc2c(c1)CCCC2 was read as LDHA inh 0.

Reprinted from the part before: 2 entries, then new ones.
For Cc1c(C(=O)N(C)Cc2nc3ccccc3c(=O)[nH]2)oc2ccc(F)cc12 the results were LDHA inh -1.
O=C(NCCc1cccc2cccnc12)c1ccc2c(c1)CCCC2 was read as LDHA inh 0.
`CCCCCCCn1c(CN2CCN(c3ccccc3)CC2)nc2c1c(=O)n(C)c(=O)n2C` gave LDHA inh 1.
For Cc1ccc2c(COC(=O)C3(S(=O)(=O)c4ccccc4)CCCC3)cc(=O)oc2c1 the results were LDHA inh 6.
For COc1ccc(NC(=O)c2nnn(Cc3ccc(Cl)cc3)c2N)c(OC)c1 the results were LDHA inh 0.
`CC(C)(C)c1cc(C#N)cc(C(C)(C)C)c1O` gave LDHA inh -5.
For O=C(/C=C/c1ccco1)OC(C(=O)c1ccccc1)c1ccccc1 (stereo not drawn) the results were LDHA inh -4.
Screening CC(C)(C)NC(=O)/C(=C\c1ccc(-c2ccc(Cl)cc2Cl)o1)NC(=O)c1ccccc1 returned LDHA inh 6.
For N/C(=C\C(=O)C(F)(F)F)c1ccc(Cl)cc1 the results were LDHA inh -11.
O=C(Cc1csc(-c2ccccc2Cl)n1)Nc1nccs1 was read as LDHA inh 4.
CCCNC(=O)Cc1ccc(-n2c(=O)c3ccccc3n(CC(=O)Nc3cc(C)cc(C)c3)c2=O)cc1 was read as LDHA inh -10.
`O=C1NC[C@H](CCCCN2C[C@H](Cc3ccccc3)N(CCc3ccccc3)C(=O)C2=O)N(CCc2ccc(O)cc2)C1=O` gave LDHA inh 3.
Screening CCn1nnc2cc(C(=O)OCc3cc(=O)oc4cc(O)ccc34)ccc21 returned LDHA inh 3.
`CCN(C(=O)C1CCCC1)C1CC1` gave LDHA inh -1.
Screening CCCCn1c(Cn2ccnc2C)nc2cc(NC(=O)c3ccccc3C)ccc21 returned LDHA inh 15.

An excerpt; the hit share may differ from the screen's.
